High-throughput results deposited in PubChem by National Center for Advancing Translational Sciences (NCATS).
Pol beta inh: blocks human DNA polymerase beta activity | P06746 | Pol beta primer extension/strand displacement, fluorescence kinetic | 340,000 compounds, 1.3% hits | AID 485314 | Potency, µM (highest dose often 114 µM), for inactives: at the highest dose activity change, negative = inhibition, most hits filed as inhibitors; further: potency means the concentration at half of the fitted maximal effect; on the % scale 0 is the no-effect control and ±100 the full control effect
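Values derive from four-parameter Hill fits of normalized kinetic data: reads at 0 and 10 min following addition of 50 nM substrate to 10 nM Pol beta preincubated 15 min with compound.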
Pol eta inh: blocks human DNA polymerase eta activity. Q9Y253. recombinant Pol eta, fluorescent DNA replication assay. Potency, µM (top dose mostly 114 µM), inactives show at the top dose activity change, negative = inhibition, actives largely listed as inhibitors. 390,000 compounds, 1.2% hits; further: potency means the concentration at half of the fitted maximal effect; on the % scale 0 is the no-effect control and ±100 the full control effect
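Pol eta at 10 nM preincubated with compounds 15 min at room temperature; reaction started with fluorescent substrate (50 nM final) and read kinetically at 0 and 10 min.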
ALOX12 inh: blocks human arachidonate 12S-lipoxygenase | 580,000 compounds, 1.1% hits | AID 1671190 | P18054 | Potency, µM (series often up to 108 µM), for the others: at the highest dose activity change, negative = inhibition, actives largely listed as inhibitors | purified 12hLO, xylenol orange hydroperoxide absorbance; further: potency means the concentration at half of the fitted maximal effect; on the % scale 0 is the no-effect control and ±100 the full control effect
Target sequence (P18054 whole entry, looked up): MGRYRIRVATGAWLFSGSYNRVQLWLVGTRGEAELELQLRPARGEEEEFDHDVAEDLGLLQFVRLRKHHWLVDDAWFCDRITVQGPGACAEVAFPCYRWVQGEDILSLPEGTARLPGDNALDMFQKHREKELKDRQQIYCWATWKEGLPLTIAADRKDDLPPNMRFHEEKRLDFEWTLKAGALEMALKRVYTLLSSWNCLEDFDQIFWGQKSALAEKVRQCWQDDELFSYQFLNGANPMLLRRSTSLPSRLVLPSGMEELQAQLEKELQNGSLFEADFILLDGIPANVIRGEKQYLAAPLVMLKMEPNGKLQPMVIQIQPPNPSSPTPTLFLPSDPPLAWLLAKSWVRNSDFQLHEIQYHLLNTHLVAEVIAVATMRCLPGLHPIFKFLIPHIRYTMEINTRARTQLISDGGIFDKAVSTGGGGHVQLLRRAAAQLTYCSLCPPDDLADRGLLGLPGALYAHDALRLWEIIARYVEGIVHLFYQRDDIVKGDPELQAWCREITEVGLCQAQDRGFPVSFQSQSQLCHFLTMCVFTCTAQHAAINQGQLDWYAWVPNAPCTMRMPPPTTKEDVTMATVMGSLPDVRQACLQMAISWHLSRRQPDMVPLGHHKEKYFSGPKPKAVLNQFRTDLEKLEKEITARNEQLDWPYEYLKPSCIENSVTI
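Hydroperoxide product was detected by ferrous iron/xylenol orange as the 573 to 405 nm absorbance ratio. Arachidonic acid at 40 uM (final) was turned over for 30 min at room temperature by 150 nM human 12hLO, pH 7.0 Hepes buffer, after 15 min compound preincubation.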
ERG-DNA inh: blocks human ERG Ets domain binding to DNA; 370,000 compounds, 0.028% hits; Potency, µM (doses to about 76.9 µM), for the others: at the top dose FP activity, negative = inhibition, usual class: inhibitors; fluorescence polarization, His-ERG Ets domain / labelled DNA; active means well fitted inhibition curve with a large enough effect in the polarisation, with a control signal flat; inconclusive means small, poorly fitted or top-dose-only effect, or effect the other way, or a change in a side signal; inactive means no such curve, though single readings can be large or run the other way; the % refers to the polarisation;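 further: polarization taken with two DNA probes labelled with fluorescein and Texas red; potency means the concentration at half of the fitted maximal effect; % of control where 0% means no effect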
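His-tagged ERG Ets domain (1 uM in the protein solution; 300mM KCl, 50mM Tris-HCl, 1mM EDTA, 1mM DTT, pH 7.5) received compound, then a probe mix of 5 nM fluorescein-DNA and 100nM Texas-615-DNA. Fluorescence polarization was read for both dyes.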
RGS4 inh: blocks human RGS4-accelerated GTP hydrolysis. Potency, µM (titrated, usually from 114 µM), for inactives: at the top dose activity change, negative = inhibition, most hits filed as inhibitors. Transcreener GDP fluorescence polarization, RGS4-accelerated GTP hydrolysis. 390,000 compounds, 0.039% hits. P49798; further: potency means the concentration at half of the fitted maximal effect; on the % scale 0 is the no-effect control and ±100 the full control effect; nearly all actives have a fitted effect of over 75% in size; some results filed as inactive show a strong effect at the top dose
Target sequence (P49798 whole entry, looked up): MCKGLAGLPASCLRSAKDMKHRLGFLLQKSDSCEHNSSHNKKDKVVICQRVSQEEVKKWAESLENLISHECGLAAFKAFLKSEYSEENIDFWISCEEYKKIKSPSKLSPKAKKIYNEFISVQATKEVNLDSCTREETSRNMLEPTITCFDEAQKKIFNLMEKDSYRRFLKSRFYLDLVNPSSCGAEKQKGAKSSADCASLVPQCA
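MLSMR compounds (23 nl, pin-transferred) preincubated 10 min at room temperature with a 500nM (2x) first reagent, then RGS4 at 900nM (2x) plus Transcreener GDP mix added; fluorescence polarization (620/688 nm) read before and after 90 min at 30 °C.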
APEX1 inh: APE1 (human) endonuclease inhibition. P27695. recombinant APE1, TAMRA/BHQ-2 abasic DNA cleavage fluorescence. Potency, µM (titrated, usually from 65.8 µM), without a hit: top-dose activity change, negative = inhibition, hits mostly inhibitors. 350,000 compounds, 0.35% hits. AID 2517;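 further: potency means the concentration at half of the fitted maximal effect; plate controls were vehicle for no effect and reference inhibitor for full effect; nearly all actives have a fitted effect of over 55% in size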
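Compound pre-exposure to 0.75 nM APE1, 15 min at ambient temperature. Reaction initiated with 50 nM TAMRA/BHQ-2 THF substrate, read immediately in kinetic mode, 525 nm excitation, 598 nm emission.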
Anesthetic bind: candidate novel general anesthetic via apoferritin binding | AID 485281 | Potency, µM (highest dose often 77.5 µM), for inactives: at the highest dose activity change, negative = displacement, actives largely listed as inhibitors | P02791 | 350,000 compounds, 0.074% hits | apoferritin/1-aminoanthracene competitive binding, fluorescence; further: potency means the concentration at half of the fitted maximal effect; on the % scale 0 is the no-effect control and ±100 the full control effect; nearly all actives have a fitted effect of over 20% in size
Target sequence (P02791 2-175 limits assumed): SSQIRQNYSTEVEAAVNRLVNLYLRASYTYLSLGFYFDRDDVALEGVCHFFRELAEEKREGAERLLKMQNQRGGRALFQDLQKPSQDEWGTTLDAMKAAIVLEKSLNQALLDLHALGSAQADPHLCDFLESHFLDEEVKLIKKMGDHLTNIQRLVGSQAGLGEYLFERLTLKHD
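Horse-spleen apoferritin (10 uM) was mixed with 50% saturated 1-aminoanthracene in PBS, exposed to compounds for 10 min at room temperature, and read for fluorescence (ex 380 nm, em 535 nm). Competitive displacement was fitted with a four-parameter Hill equation.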
POLK inh: DNA polymerase kappa (human) inhibition. Q9UBT6. Potency, µM (highest dose often 107 µM), without a hit: at the highest dose activity, negative = inhibition, most hits filed as inhibitors. 400,000 compounds, 0.53% hits. purified Pol kappa, fluorescent DNA synthesis assay, 10 min; further: potency means the concentration at half of the fitted maximal effect; on the % scale 0 is the no-effect control and ±100 the full control effect
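10 nM Pol kappa was preincubated with compounds for 15 min at room temperature. Reaction started with 50 nM (final) substrate. Fluorescence read kinetically at 0 and 10 min.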
LDHA block: blocks human lactate dehydrogenase A; 480,000 compounds, 0.15% hits; AID 1347041; purified LDHA, NADH/diaphorase-resazurin fluorescence; hits give low values; P00338; activity change, % (values are at about 110 or 230 µM); in the data active means activity change below about -30%; inconclusive means mostly about -25% to -30%;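 further: plate controls were DMSO wells for no effect and wells without enzyme for full effect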
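LDH5 2 nM; NADH 0.06 mM, pyruvate 0.2 mM; 200 mM Tris pH 7.4, EDTA, Tween-20; 5 min RT. Detection: diaphorase 0.133 mg/mL + resazurin 37 µM, fluorescence ex540/em590 at 0 and 20 min; normalized to enzyme-free and DMSO wells.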
An asterisk follows results filed as active; & = joins results of further samples; [ ] = dose if it differs, or a comment. Unless noted, the call rests on the fitted dose curve; in most records, active means well fitted curve in the direction sought with a large enough effect; inconclusive means small, poorly fitted or top-dose-only effect, or another doubt; inactive means no such curve, though single readings can be large; an effect the other way counts as inactive or inconclusive. An excerpt; count on the stated rates, not on these rows.

`COc1cc(C(CC(=O)Nc2ncccc2C)N2Cc3ccccc3C2=O)cc(OC)c1OC` (centres undefined) gave Pol beta inh 13%&5%, Pol eta inh -1%&-4%, ALOX12 inh 14%&-19%, ERG-DNA inh -8%&0%, RGS4 inh 3%&-15%, APEX1 inh 54%[activator], Anesthetic bind 4%&-3%, POLK inh -6%&-4% and LDHA block -1&-1.
Cc1cccc(OCc2nnc(SCc3cc(=O)[nH]c4ccccc34)n2-c2ccccc2)c1 was read as Pol beta inh 26%, Pol eta inh -20%, ALOX12 inh -18%, ERG-DNA inh 8%, RGS4 inh -18%, APEX1 inh 10%, Anesthetic bind -13%, POLK inh -2% and LDHA block 1.
For COc1ccc(-c2cc(C(F)(F)F)nc(N3CCN(Cc4ccccc4)CC3)n2)cc1OC the results were Pol beta inh 17%, Pol eta inh -6%, ALOX12 inh inconclusive, ERG-DNA inh -10%, RGS4 inh 6%, APEX1 inh -2%, Anesthetic bind -12%, POLK inh 3% and LDHA block 2&2.
Screening Cc1nn(C(=O)N(C)C)c(C)c1CN1C(=O)c2ccccc2C1=O returned Pol beta inh 43%, Pol eta inh -11%, ALOX12 inh 0%, ERG-DNA inh 0%, RGS4 inh -25%, APEX1 inh 11%, Anesthetic bind -3%, POLK inh 6% and LDHA block -1.
For CC(C)NC(=O)CSc1nc(Cc2cccs2)nc2ccccc12 the results were Pol beta inh 5%, Pol eta inh 4%, ALOX12 inh -15%, RGS4 inh -3%, APEX1 inh -7%, Anesthetic bind 0%, POLK inh -8%[60.1 µM] and LDHA block -2.
`Cc1ccc(CCC(=O)Nc2ccc(S(N)(=O)=O)cc2)o1` gave Pol beta inh -20%, Pol eta inh 14µM*, ALOX12 inh 3%, ERG-DNA inh 7%, RGS4 inh -26%, APEX1 inh -2%, Anesthetic bind 3%, POLK inh -27% and LDHA block -2.
For CCCNC(=O)COC(=O)c1n[nH]c2ccccc12 the results were Pol beta inh -25%, Pol eta inh -19%, ALOX12 inh 45%[activator], ERG-DNA inh -7%, RGS4 inh -17%, APEX1 inh 3%, Anesthetic bind -5%, POLK inh 5% and LDHA block -9.
For CCOc1ccc(-n2ccnc(SCC(=O)Nc3ccc(CC)cc3)c2=O)cc1 the results were Pol eta inh 6%, ALOX12 inh -12%, ERG-DNA inh 4%, RGS4 inh -20%, APEX1 inh -2%, POLK inh -4% and LDHA block -11.
Cc1ccc(C)c(NC2=C(c3ccc(C(F)(F)F)cc3)C(=O)c3ccccc32)c1 was read as Pol beta inh -6%, Pol eta inh -9%, ALOX12 inh -18%, ERG-DNA inh 0%, RGS4 inh -7%, Anesthetic bind -14%, POLK inh -24% and LDHA block 0.
For COc1ccc(OC)c(NC(=O)c2ccc(N3C(=O)C4CC=C(C)CC4C3=O)cc2)c1 (centres undefined) the results were Pol beta inh 54%, Pol eta inh inconclusive, ALOX12 inh 0%, ERG-DNA inh -4%, RGS4 inh 6%, APEX1 inh -18%, Anesthetic bind inconclusive, POLK inh 5% and LDHA block 1.
Screening O=C(CN(c1ccccc1)S(=O)(=O)c1ccc(Cl)cc1)Nc1ccccc1C(=O)N1CCCC1 returned Pol beta inh -2%, Pol eta inh -7%, ALOX12 inh 2%, ERG-DNA inh -3%, RGS4 inh -15%, APEX1 inh -2%, Anesthetic bind -10%, POLK inh -5% and LDHA block -1.
`CCn1c(=O)cc(OCC(=O)NCCc2ccc(OC)c(OC)c2)c2ccccc21` gave Pol beta inh 1%, Pol eta inh -10%, ALOX12 inh -1%, ERG-DNA inh -6%, RGS4 inh -18%, APEX1 inh -14%, Anesthetic bind 0%, POLK inh -1% and LDHA block -10.
For CC(C)c1nc(SCC(=O)N2CCCC2)c2ccccc2n1 the results were Pol beta inh -2%, Pol eta inh 0%, ALOX12 inh inconclusive, ERG-DNA inh 9%, RGS4 inh 4%, APEX1 inh -8%, Anesthetic bind -14%, POLK inh -1% and LDHA block -6.
`O=C(Nc1ccncc1)C1COc2ccccc2O1` (centres undefined) gave Pol beta inh 12%, Pol eta inh 1%, ALOX12 inh 0%, ERG-DNA inh -8%, RGS4 inh -3%, APEX1 inh 3%, Anesthetic bind -2%, POLK inh 0% and LDHA block 0.
`COc1ccc(NS(=O)(=O)c2ccc(NC(=O)Cc3cccs3)cc2)cc1` gave Pol beta inh 1%, Pol eta inh -20%, ALOX12 inh inconclusive, ERG-DNA inh -6%, RGS4 inh -20%, APEX1 inh -2%, Anesthetic bind -17%, POLK inh -5% and LDHA block -10.
COc1ccccc1/C=C/C(=O)NCC(=O)N/N=C/c1ccccc1[N+](=O)[O-] was read as Pol beta inh 8%, Pol eta inh -7%, ALOX12 inh -1%, ERG-DNA inh 2%, RGS4 inh 1%, APEX1 inh 4%, Anesthetic bind -21%, POLK inh -6% and LDHA block -5.
For COc1ccc(C(=O)CC2(C(=O)O)CCCCC2)cc1 the results were Pol beta inh 25%, Pol eta inh -5%, ALOX12 inh inconclusive, ERG-DNA inh -8%, RGS4 inh 17%, APEX1 inh 15%, Anesthetic bind -5%, POLK inh 3% and LDHA block -1.
For NC1=NN=C(N2N=C(c3ccc(Br)cc3)CC2(O)C(F)(F)F)n2ncnc2C1 (centres undefined) the results were Pol beta inh -9%, Pol eta inh 7%, ALOX12 inh -4%, ERG-DNA inh 3%, RGS4 inh 15%, APEX1 inh 4%, Anesthetic bind -12%, POLK inh -8% and LDHA block 1.
`Cc1nnc2sc(SCC(=O)N3CCCCC3)nn2c1=O` gave Pol beta inh 66%, Pol eta inh -5%, ALOX12 inh 14%, ERG-DNA inh 3%, RGS4 inh -12%, APEX1 inh -8%, Anesthetic bind -2%, POLK inh -4% and LDHA block -1.
`COCCn1c(SCc2cccc(F)c2)nc2cc(C(=O)OC)ccc2c1=O` gave Pol beta inh 20%, Pol eta inh -9%, ALOX12 inh -4%, ERG-DNA inh 1%, RGS4 inh 14%, APEX1 inh 2%, Anesthetic bind -1%, POLK inh -7% and LDHA block -4.

Copied from the entries so far (three entries):
For NC1=NN=C(N2N=C(c3ccc(Br)cc3)CC2(O)C(F)(F)F)n2ncnc2C1 (centres undefined) the results were Pol beta inh -9%, Pol eta inh 7%, ALOX12 inh -4%, ERG-DNA inh 3%, RGS4 inh 15%, APEX1 inh 4%, Anesthetic bind -12%, POLK inh -8% and LDHA block 1.
`Cc1nnc2sc(SCC(=O)N3CCCCC3)nn2c1=O` gave Pol beta inh 66%, Pol eta inh -5%, ALOX12 inh 14%, ERG-DNA inh 3%, RGS4 inh -12%, APEX1 inh -8%, Anesthetic bind -2%, POLK inh -4% and LDHA block -1.
`COCCn1c(SCc2cccc(F)c2)nc2cc(C(=O)OC)ccc2c1=O` gave Pol beta inh 20%, Pol eta inh -9%, ALOX12 inh -4%, ERG-DNA inh 1%, RGS4 inh 14%, APEX1 inh 2%, Anesthetic bind -1%, POLK inh -7% and LDHA block -4.

(further entries)
COc1cc2cc(CN(CCCO)S(=O)(=O)c3ccccc3)c(=O)[nH]c2cc1OC was read as Pol beta inh 1%, Pol eta inh -8%, ALOX12 inh 5%, RGS4 inh -5%, APEX1 inh -2%, Anesthetic bind -4%, POLK inh -3%[60.1 µM] and LDHA block -3.
For COc1cc(O)ccc1C=O the results were Pol beta inh -1%, Pol eta inh 1%, ALOX12 inh 1%, ERG-DNA inh 5%, RGS4 inh 17%, APEX1 inh -2%, Anesthetic bind -4%, POLK inh 2% and LDHA block 0.
`O=C1Nc2ccccc2N(O)N1c1cc(-c2ccc(Cl)cc2)[nH]n1` gave Pol beta inh -2%, Pol eta inh -12%, ALOX12 inh -15%, ERG-DNA inh 8%, RGS4 inh -5%, APEX1 inh -11%, Anesthetic bind -9%, POLK inh -3% and LDHA block -7.
CCOc1ccc2nc(N3CCC(C(=O)Nc4cc(C)ccc4C)CC3)sc2c1 was read as Pol beta inh 17%, Pol eta inh -5%, ALOX12 inh 15%, ERG-DNA inh 5%, RGS4 inh 9%, Anesthetic bind -7%, POLK inh 7% and LDHA block -11.
CCc1nn(C(C)C(=O)NCCN2CCN(c3cccc(C)c3C)CC2)c(=O)c2cc3occc3n12 (centres undefined) was read as Pol beta inh -2%, Pol eta inh -7%, ALOX12 inh 4%, ERG-DNA inh 1%, RGS4 inh -2%, APEX1 inh 1%, Anesthetic bind -5%, POLK inh -2% and LDHA block 0.
CC1CCCC(C)N1C(=O)COC(=O)CSc1ccc(C(N)=O)cc1[N+](=O)[O-] (centres undefined) was read as Pol eta inh -12%, ALOX12 inh -27%, ERG-DNA inh -10%, RGS4 inh 10%, APEX1 inh 22%, POLK inh -11% and LDHA block -3.
`COc1cc(NC(=O)Cn2cnc(S(=O)(=O)N3CCC(C)CC3)c2)cc(OC)c1OC` gave Pol beta inh 9%, Pol eta inh -4%, ALOX12 inh 11%, ERG-DNA inh 5%, RGS4 inh 17%[11.4 µM], APEX1 inh 17%, Anesthetic bind -12%, POLK inh -8% and LDHA block -1.
